Hsp90 block: displaces geldanamycin probe from tumor Hsp90; inhibition, % at 30 µM; NCI-N417 lysate Hsp90, Cy3B-geldanamycin FP displacement; P07900; 64,000 compounds, 0.35% hits;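 active means inhibition above 50%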;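 further: 0% = tracer plus lysate wells and 100% = tracer alone without lysate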
JNK3 blocker: JNK3 (human) kinase inhibition; P53779; purified JNK3 kinase activity, HTS; inhibition, % at 8 µM; 60,000 compounds, 0.61% hits; AID 746; in the data active means inhibition above about 17%;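 further: 0% = DMSO and 100% = reference inhibitor; many of its hits are not listed in these tables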
MMP-13 inhibitor: blocks human MMP13 activity; MMP-13 fTHP FRET cleavage, Mca fluorescence; inhibition, % at 4 µM; AID 570; 65,000 compounds, 0.07% hits;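 active means inhibition above the mean of compound-free control plate wells plus 3 SD, cut at about 14% in these data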;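 further: 0% = DMSO wells and 100% = wells with reference MMP-13 inhibitor after basal subtraction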
DUSP1 inh: inhibitors of human MKP-1 phosphatase. P28562. inhibition, %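 (compounds tested at a single concentration somewhere between 10 and 100 µM)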. 65,000 compounds, 0.15% hits. recombinant MKP-1, OMFP hydrolysis fluorescence. AID 374;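 active means inhibition above about 50%, limit read from the data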;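 further: 0% = DMSO max control wells and 100% = wells with enzyme stopped by NaOH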
Target sequence (P28562 whole entry, looked up): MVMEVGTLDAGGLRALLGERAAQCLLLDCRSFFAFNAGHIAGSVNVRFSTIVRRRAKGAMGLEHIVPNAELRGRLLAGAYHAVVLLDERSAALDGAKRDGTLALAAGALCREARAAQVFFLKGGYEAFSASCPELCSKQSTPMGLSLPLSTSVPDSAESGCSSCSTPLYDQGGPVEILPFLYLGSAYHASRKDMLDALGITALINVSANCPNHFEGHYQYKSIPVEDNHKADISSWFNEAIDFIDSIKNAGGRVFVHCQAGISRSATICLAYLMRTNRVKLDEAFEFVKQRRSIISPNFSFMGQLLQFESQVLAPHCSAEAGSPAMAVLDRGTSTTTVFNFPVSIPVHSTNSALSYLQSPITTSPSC
FXIa mix inh: factor XIa (human) inhibition, mixture screen; P03951; purified FXIa, fluorogenic substrate, pooled mixtures; inhibition, % at 5 µM; 62,000 compounds, 0.19% hits; AID 680;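 further: each value is inhibition by a whole ten-compound pool holding the compound; 0% = enzyme with no mixture and 100% = wells lacking enzyme; strong numbers were not always called active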
AP ELISA ortho: orthogonal test for alternative complement pathway inhibitors | Human serum alternative complement pathway, LPS-coated ELISA, C3 deposition; tested in compound mixtures | 62,000 compounds, 0.08% hits | inhibition, % at 5 µM | AID 1235;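 active means inhibition above 30% in each of the two pooled mixtures holding the compound, so the lower value exceeds 30%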;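 further: 0% = serum in Mg-EGTA without compound and 100% = EDTA serum blank; some compounds past the cut are filed as inactive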
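Test system – human serum alternative complement pathway, C3 deposition on LPS-coated wells · Buffer or medium – diluted human serum in Mg2+-EGTA GVB++ · Compound dosing – 5 µM each compound, pools of ten, 50 µM per pool · Schedule – 1 h serum-compound exposure at 37 °C · Measured by – Anti-C3 ELISA, OD 450 nm · Read-out basis – percent inhibition of C3 deposition onto LPS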
Cdc25B inh: inhibitors of human Cdc25B phosphatase. AID 368. recombinant Cdc25B, OMFP fluorescence Ex485/Em525. P30305. inhibition, %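 (compounds tested at 10 µM final in the well)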. 65,000 compounds, 0.1% hits; in the data active means inhibition above about 50%
Target sequence (P30305 whole entry, looked up): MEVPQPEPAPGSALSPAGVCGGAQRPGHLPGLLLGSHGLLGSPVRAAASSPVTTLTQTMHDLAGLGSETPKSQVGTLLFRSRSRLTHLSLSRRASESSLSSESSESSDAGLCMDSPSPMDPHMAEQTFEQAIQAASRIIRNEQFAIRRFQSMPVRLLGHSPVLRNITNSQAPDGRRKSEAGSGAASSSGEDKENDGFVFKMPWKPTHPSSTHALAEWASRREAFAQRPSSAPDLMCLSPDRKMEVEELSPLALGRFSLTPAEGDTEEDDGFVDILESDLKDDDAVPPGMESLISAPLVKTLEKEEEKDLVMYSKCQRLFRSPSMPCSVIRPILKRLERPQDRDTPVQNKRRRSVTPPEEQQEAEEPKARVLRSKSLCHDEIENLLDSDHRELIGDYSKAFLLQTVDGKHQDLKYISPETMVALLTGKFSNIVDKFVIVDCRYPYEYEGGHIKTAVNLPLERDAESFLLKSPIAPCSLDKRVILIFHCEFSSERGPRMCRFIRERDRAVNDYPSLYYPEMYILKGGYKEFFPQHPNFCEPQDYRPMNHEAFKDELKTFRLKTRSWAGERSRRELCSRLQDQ
Abs 340nm: compound absorbs light at 340 nm. fold change at 10 µM. compound absorbance at 340 nm, fold over control. 65,000 tested, under 10 active. AID 708;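 active means at 10 µM dose, initial 340 nm absorbance at least 2 fold that of control wells; inactive means change under 2 fold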;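 further: initial absorbance extrapolated from kinetic A340 decline of NADH oxidation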
FXIIa mix inh: inhibitors of human coagulation factor XIIa, pooled mixtures. P00748. purified FXIIa, fluorogenic substrate. inhibition, % at 5 µM. 62,000 compounds, 0.2% hits. AID 684;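 further: 0% = enzyme without compound and 100% = no enzyme blank; some results filed as inactive read as strong as hits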
Starred values were filed as active, the others as inactive; · = no result given. Unless noted, no stated cut-off is given here; in the data, active means inhibition above about 20% (passing the limit was not always enough); inactive means the rest.

1: Cn1cc(S(=O)(=O)CC(=O)N2CCc3ccccc32)c2ccccc21
2: CCn1cc(C2Nc3ccccc3C(=O)N2O)c(C)n1 (stereo not given)
3: O=c1c2ccccc2nc(SCc2nc(-c3ccccc3)no2)n1-c1ccc(F)cc1
4: CCOC(=O)c1sc2ncn(C(CC)C(=O)OCC)c(=O)c2c1C (stereo not given)
5: COCCCn1c(SCC(=O)NCc2ccco2)nc2sc3c(c2c1=O)CCC3
6: CCOc1nc(C)ccc1-c1noc(-c2ccccn2)n1
7: COc1cccc(N2CCN(CC(=O)Nc3nc4c(s3)CC(C)CC4)CC2)c1 (stereo not given)
8: O=C(Cn1nc(C(F)(F)F)c2c1CCC2)NCc1ccc(F)cc1
entry no.,1,2,3,4,5,6,7,8
Hsp90 block,-4,1,-1,-1,-8,2,0,-5
JNK3 blocker,-6,-7,7,-1,-3,-1,0,0
MMP-13 inhibitor,2,1,4,-1,2,-6,-4,-8
DUSP1 inh,33,12,-4,3,-11,1,-12,11
FXIa mix inh,-18,-3,5,4,7,8,-2,-14
AP ELISA ortho,11,-7,12,21,16,15,4,-10
Cdc25B inh,0,-20,-5,-17,0,9,-1,-1
Abs 340nm,1.1,1,0.99,1.1,1.1,1.1,1,1
FXIIa mix inh,6,6,-14,-13,-2,-3,-14,6

9: CCc1ccc(S(=O)(=O)NCCc2cn3ccsc3n2)s1
10: Cc1cc(NC(=O)CSc2nc3ccsc3c(=O)n2Cc2ccccn2)n[nH]1
11: CCN1C(=O)c2cccc3c(S(=O)(=O)Nc4ccc(OC)cc4OC)ccc1c23
12: Cc1cc(C)cc(Oc2ccc(N)cc2)c1
13: CC(=O)Oc1cccc(N2C(=O)c3ccc(C(=O)O)cc3C2=O)c1
14: CCOC(=O)C1CCN(S(=O)(=O)c2cc(Cl)c(C)cc2OC)CC1
15: CCOC(=O)Cc1[nH]nc2c1C(c1ccoc1)C(C#N)=C(N)O2 (stereo not given)
16: CCCOC(=O)c1[nH]c2c(c1C)C(=O)CC(c1ccc(OC)c(OC)c1)C2 (stereo not given)
entry no.,9,10,11,12,13,14,15,16
Hsp90 block,-3,-5,1,3,0,-2,-18,-2
JNK3 blocker,2,·,4,4,-4,-3,1,·
MMP-13 inhibitor,-3,0,12,-1,1,1,7,6
DUSP1 inh,-2,-7,12,-9,15,3,7,-12
FXIa mix inh,16,0,1,3,2,6,2,9
AP ELISA ortho,12,21,0,18,16,21,-1,-19
Cdc25B inh,-8,-11,-8,-10,0,-14,-13,3
Abs 340nm,1,1,1.1,1,1,1,1,1
FXIIa mix inh,0,1,3,9,3,4,6,-2

17: O=C(c1ccc(F)cc1)N(Cc1ccccc1)C1CCS(=O)(=O)C1 (stereo not given)
18: COC(=O)CNC(=O)C(C)NC(=O)OCc1ccccc1 (stereo not given)
19: CCOC(=O)N1CCN(c2nc3ccccc3nc2C(C#N)S(=O)(=O)c2ccc(C)cc2)CC1 (stereo not given)
20: O=C(NC1CCCC1)C1CCN(S(=O)(=O)c2cccc3cccnc23)CC1
21: COc1ccc(-c2noc(CCC(=O)NCCN(C)Cc3ccccc3)n2)cc1
22: COc1cccc(C(=O)CN2CCN(S(=O)(=O)c3ccc(Br)cc3)CC2)c1
23: O=C(NCc1ccc2c(c1)OCO2)c1cccnc1
24: C=CCn1c(COc2ccccc2)nnc1SCC(=O)C(C)(C)C
entry no.,17,18,19,20,21,22,23,24
Hsp90 block,-2,-4,5,-6,-1,0,-6,0
JNK3 blocker,-8,-3,-6,-5,·,-1,-7,3
MMP-13 inhibitor,0,0,-7,-6,5,1,6,7
DUSP1 inh,-6,7,40,-1,22,-5,9,-14
FXIa mix inh,6,-6,9,2,3,10,3,5
AP ELISA ortho,11,7,16,19,-5,6,6,2
Cdc25B inh,-2,1,3,1,-6,5,7,-4
Abs 340nm,1,1,1.1,1,1.1,1,1,0.97
FXIIa mix inh,3,8,3,6,1,-1,0,-18

25: CCCCCC(=O)Nc1ccc2oc(-c3cncc(Br)c3)nc2c1
26: Clc1ccc(-c2nnc3sc(Cc4cccs4)nn23)cc1
27: COCCNC(=O)C(c1ccc(F)cc1)N(CC1CCCO1)C(=O)CCC(=O)Nc1ccccn1 (stereo not given)
28: O=C(Nc1cnn(C23CC4CC(CC(C4)C2)C3)c1)c1cc(-c2ccccc2)on1
29: COc1ccc(C2CC(=O)c3sc(N)nc3C2)cc1 (stereo not given)
30: CCOC(=O)c1c(CN2CCCCC2)n(C)c2ccc(OC)c(S(=O)(=O)c3ccccc3)c12
31: CN(C(=O)C1CCOC1)c1nnc(-c2ccccn2)s1 (stereo not given)
32: CCCN1CCN(c2nc3c([nH]2)c(=N)ncn3CC(O)CO)CC1 (stereo not given)
entry no.,25,26,27,28,29,30,31,32
Hsp90 block,-8,-7,-1,-1,2,·,1,-4
JNK3 blocker,-1,-6,8,-3,-7,·,·,-2
MMP-13 inhibitor,-4,-2,1,5,4,-1,-27,4
DUSP1 inh,9,-8,-5,-3,-3,6,11,-21
FXIa mix inh,-2,·,-2,10,·,8,9,4
AP ELISA ortho,-2,·,-19,-2,·,4,8,-4
Cdc25B inh,-3,7,3,-3,-7,-17,1,-2
Abs 340nm,0.98,1,1,1.1,1.1,1.1,1.1,1
FXIIa mix inh,4,·,3,-16,·,-23,-8,0

33: C=Cn1c(N2CCOCC2)nc2c1c(=O)[nH]c(=O)n2C
34: O=C(O)C1NCCc2ccccc21 (stereo not given)
35: O=C(NCc1cccs1)C1CCCN1S(=O)(=O)c1ccccc1F (stereo not given)
36: O=C(c1ccc2c(c1)OCO2)N1CCCN(C(=O)c2ccc3c(c2)OCO3)CC1
37: CC(C)NC(=O)NC1C2CC3CC(C2)CC1C3 (stereo not given)
38: CN(C)/C=N/c1c(C#N)cnn1-c1ccc(C(F)(F)F)cn1
39: CCc1ccc(S(=O)(=O)NCCc2csc(-c3ccccc3)n2)s1
40: CCOC(=O)c1cc2c(c(CSc3nc4ccccc4c(=O)n3Cc3ccco3)c1)OCOC2
entry no.,33,34,35,36,37,38,39,40
Hsp90 block,-12,0,·,-2,-1,-5,-6,-4
JNK3 blocker,5,-5,·,-32,-7,0,4,12
MMP-13 inhibitor,1,-2,2,-4,3,-1,3,-3
DUSP1 inh,-3,26,25,9,5,1,4,0
FXIa mix inh,7,-10,-1,6,-2,3,·,-1
AP ELISA ortho,8,-4,6,6,1,10,·,6
Cdc25B inh,5,6,-8,4,-10,-4,-4,-3
Abs 340nm,1,1,1,0.98,1,1,0.97,1.1
FXIIa mix inh,-10,5,4,7,4,6,·,3

41: CN(C)CCCN1C(=O)c2oc3ccc(Cl)cc3c(=O)c2C1c1cccnc1 (stereo not given)
42: O=c1cc(Nc2ccc3c(c2)OCCO3)[nH]c(=O)n1-c1ccc(Br)cc1
43: Cc1nnc(SCC(=O)N2c3ccccc3CC2C)s1 (stereo not given)
44: Cc1ccc2cc(CCNC(=O)c3ccco3)c(=O)[nH]c2c1
45: Cc1nnc(SCC(=O)Nc2ccc3c(c2)OCCO3)s1
46: O=S(=O)(Nc1cccc(-c2cn3ccsc3n2)c1)c1ccc(F)cc1
47: Cc1cc(N2CCOCC2)nc2ccc(NC(=O)C3CCC(C)CC3)cc12 (stereo not given)
48: O=C(NCC12CC3CC(CC(C3)C1)C2)c1nc2ncccn2n1
entry no.,41,42,43,44,45,46,47,48
Hsp90 block,0,-5,0,-5,-2,0,-2,-1
JNK3 blocker,4,·,-2,1,2,1,·,7
MMP-13 inhibitor,-20,2,-1,-4,1,3,-19,5
DUSP1 inh,-8,-1,-2,5,3,5,16,1
FXIa mix inh,-3,·,5,·,·,-2,-1,-3
AP ELISA ortho,-2,·,-1,·,·,-6,2,10
Cdc25B inh,-5,-2,2,-3,0,-10,-6,9
Abs 340nm,0.99,0.98,0.97,1.1,1,1,1,0.98
FXIIa mix inh,-17,·,10,·,·,-21,3,-18

A draw from above in order of SMILES length, descending.
10: Cc1cc(NC(=O)CSc2nc3ccsc3c(=O)n2Cc2ccccn2)n[nH]1
29: COc1ccc(C2CC(=O)c3sc(N)nc3C2)cc1 (stereo not given)
34: O=C(O)C1NCCc2ccccc21 (stereo not given)
entry no.,10,29,34
Hsp90 block,-5,2,0
JNK3 blocker,·,-7,-5
MMP-13 inhibitor,0,4,-2
DUSP1 inh,-7,-3,26
FXIa mix inh,0,·,-10
AP ELISA ortho,21,·,-4
Cdc25B inh,-11,-7,6
Abs 340nm,1,1.1,1
FXIIa mix inh,1,·,5

Grouped by structure, the entries above containing bromine
22: COc1cccc(C(=O)CN2CCN(S(=O)(=O)c3ccc(Br)cc3)CC2)c1
25: CCCCCC(=O)Nc1ccc2oc(-c3cncc(Br)c3)nc2c1
42: O=c1cc(Nc2ccc3c(c2)OCCO3)[nH]c(=O)n1-c1ccc(Br)cc1
entry no.,22,25,42
Hsp90 block,0,-8,-5
JNK3 blocker,-1,-1,·
MMP-13 inhibitor,1,-4,2
DUSP1 inh,-5,9,-1
FXIa mix inh,10,-2,·
AP ELISA ortho,6,-2,·
Cdc25B inh,5,-3,-2
Abs 340nm,1,0.98,0.98
FXIIa mix inh,-1,4,·

New compounds follow:
49: COC(=O)c1sccc1NC(=O)c1c(C)noc1C
50: O=S(=O)(c1ccc(Oc2ccc(-c3nnco3)cc2)nc1)N1CCC(Cc2ccccc2)CC1
51: CC(C)CN(CC(C)C)S(=O)(=O)N1CCC(C(=O)NC2CCCCCCC2)CC1
52: CCOC(=O)N1CCN(C(=O)CS(=O)Cc2nc(-c3ccc(C)cc3)oc2C)CC1 (stereo not given)
53: COCCn1nnnc1C(c1cccs1)N1CCN(c2cc(C)ccc2C)CC1 (stereo not given)
54: O=C(CSc1nnc(COc2ccccc2Cl)o1)NC(=O)NC1CCCC1
entry no.,49,50,51,52,53,54
Hsp90 block,-5,-2,-2,1,-3,-2
JNK3 blocker,2,-5,1,2,-3,-7
MMP-13 inhibitor,7,1,4,-9,8,-1
DUSP1 inh,-3,3,3,3,-2,26
FXIa mix inh,6,-2,-11,0,6,7
AP ELISA ortho,-4,-6,-7,5,16,13
Cdc25B inh,-5,4,-10,-9,-3,-11
Abs 340nm,1.1,1,0.99,1,1,1
FXIIa mix inh,0,2,3,5,15,-7
